# Screening results from PubChem.
# GSK3B inh – human GSK3beta kinase inhibitors, primary screen, biochemical, cell-free homogeneous, HTS | Glycogen synthase kinase-3 beta (Homo sapiens), P49841 | hit rate 0.038% among 300,000 | GST-GSK3beta kinase, ADP-Glo luminescence, 60 min; hits give low values | activity score (negative = inhibition), % at 10 µM | AID 2097, 2009;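 active = more than half of replicate wells score below -50%, meaning over 50% inhibition versus plate controls; inconclusive = some replicates but at most half score below -50%; inactive = no replicate scores below -50%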;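 also: 0% = median DMSO wells and -100% = median GW8510 positive control wells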
# Target sequence (P49841 whole entry, looked up): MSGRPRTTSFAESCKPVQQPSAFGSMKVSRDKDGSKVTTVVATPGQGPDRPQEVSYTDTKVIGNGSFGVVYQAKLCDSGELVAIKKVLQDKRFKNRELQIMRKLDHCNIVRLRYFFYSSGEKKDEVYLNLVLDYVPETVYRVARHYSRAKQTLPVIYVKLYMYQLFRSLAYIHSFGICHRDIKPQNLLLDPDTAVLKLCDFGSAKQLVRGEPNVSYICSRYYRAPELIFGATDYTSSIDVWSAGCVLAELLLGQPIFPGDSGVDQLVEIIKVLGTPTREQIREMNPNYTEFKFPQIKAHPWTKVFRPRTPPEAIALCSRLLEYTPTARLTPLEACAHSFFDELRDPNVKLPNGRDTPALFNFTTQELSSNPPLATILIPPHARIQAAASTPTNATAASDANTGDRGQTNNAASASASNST
#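 Assay system: GST-tagged human GSK3beta kinase, cell-free; Input: 1.6 ng GSK3beta; Medium: Tris/MgCl2 kinase buffer; Timing: 60 min enzyme reaction, room temperature; Signal: ADP-Glo luminescence quantifying ADP generated by kinase; Evaluation: score relative to plate controls; Benchmarks: DMSO neutral wells and GW8510 at 20 µM as positive.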
# HIF activator – HIF pathway transcriptional activators, primary screen, cell-based, U2OS HRE-luciferase, luminescence; U2OS HRE-luciferase reporter; normalized: DMSO 0%, desferrioxamine 100%; activation, % at 7.5 µM (by protocol); hit rate 0.32% among 300,000;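 active = mean activation of at least 10% of the iron chelator positive control signal, with at least half of replicates also reaching 10%; inconclusive = mean and replicate majority disagree about reaching 10%; inactive = mean and most replicates under 10%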
# IEC-6 tox – cytotoxicity in IEC-6 intestinal epithelial cells, primary screen, cytotoxicity control for KLF5 inhibitor project, cell-based, luminescence; IEC-6 cytotoxicity, luminescence viability; inhibition, % at 5 µM; hit rate 0.78% among 290,000; AID 1825, 2009; in the data active = inhibition above about 22%;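 also: 0% = plate median of test compound wells and 100% = cytotoxic reference compound wells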
# HSP90 refold inh – HSP90 inhibitors, primary screen, cell lysate, luminescence | Rabbit reticulocyte lysate, luciferase refolding luminescence, 3 h | inhibition, % at 5.6 µM | hit rate 0.91% among 290,000;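 active = inhibition above the screen-wide mean plus 3 SD, computed separately per campaign, cut at about 16% in these data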;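 also: 0% = DMSO wells and 100% = 60 µM geldanamycin wells; inhibitors lower the luminescence because luciferase stays unfolded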
# HSF1 inhib – HSF1 inhibitors in luciferase reporter cells, primary screen, cell-based, NIH3T3, luminescence; NIH3T3-HGL HSE-luciferase, MG132-induced, luminescence 8 h; hits give low values; hit rate 0.77% among 300,000; activity change, negative = inhibition, % at 7.5 µM (by protocol);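 active = more than half of replicate wells show activity change below -50%, luminescence cut by over half; inconclusive = some wells, but at most half, below -50%; inactive = no replicate well below -50%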;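 also: luciferase reports HSF-1 transcriptional activity via heat shock element; 0% = median of DMSO wells and -100% = zero luminescence signal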
# HSF1 activator – HSF-1 activators, primary screen, NIH3T3-HGL cells, MG132 stress, luminescence, single point; NIH3T3-HGL HSF-1 luciferase reporter, 8 h; 100% = twice DMSO control signal; activation, % at 9 µM; hit rate 1.7% among 300,000;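 active = mean replicate activation of at least 50% with a set share of replicates each reaching 50%; inconclusive = only one of those two conditions met; inactive = mean below 50% and too few replicates reaching it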;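 also: 0% = median of the neutral control wells and 100% = twice that signal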
# GSK3A inh – blockers of GSK3A enzyme activity – biochemical, luminescence, cell-free homogeneous, HTS, primary screen; Glycogen synthase kinase-3 alpha (Homo sapiens), P49840; inhibition, % at 10 µM; GSK-3 alpha kinase, ADP-Glo luminescence, 60 min; hit rate 0.1% among 320,000;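 in the data active = inhibition above about 50%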;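 also: GST-tagged GSK-3 alpha with peptide substrate and 25 µM ATP; 0% = DMSO neutral wells and 100% = GW8510 positive control wells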
# Target sequence (P49840 whole entry, looked up): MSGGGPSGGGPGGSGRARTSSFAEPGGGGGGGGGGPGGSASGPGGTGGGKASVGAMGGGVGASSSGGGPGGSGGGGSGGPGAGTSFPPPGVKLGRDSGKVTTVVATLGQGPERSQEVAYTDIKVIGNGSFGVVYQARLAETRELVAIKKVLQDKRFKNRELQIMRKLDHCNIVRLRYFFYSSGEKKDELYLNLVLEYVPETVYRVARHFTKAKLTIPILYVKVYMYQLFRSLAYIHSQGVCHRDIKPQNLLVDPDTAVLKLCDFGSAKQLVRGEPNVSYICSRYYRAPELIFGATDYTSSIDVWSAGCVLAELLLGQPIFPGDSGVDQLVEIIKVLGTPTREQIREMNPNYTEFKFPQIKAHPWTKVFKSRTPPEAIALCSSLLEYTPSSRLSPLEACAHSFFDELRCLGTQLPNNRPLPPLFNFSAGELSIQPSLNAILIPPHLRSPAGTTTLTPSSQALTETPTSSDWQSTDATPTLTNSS
# KLF5 inhibitor – KLF5 expression inhibitors, primary screen, DLD-1 cells, luminescence. inhibition, % at 5 µM. AID 1700, 2009. DLD-1 KLF5 promoter-luciferase reporter. hit rate 0.23% among 290,000;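 active = inhibition above a per-plate limit of that plate's mean compound inhibition plus 3 SD, cut at about 60% in these data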;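 also: 0% = DMSO wells and 100% = LY294002 at 200 µM; higher means less KLF5 promoter-driven luciferase light; inactives centre near -14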
# aSyn 5UTR inh – MLPCN primary screen, SNCA 5' untranslated region; alpha-synuclein 5'UTR reporter, inhibitor activity; inhibition, % (tested at 7.5 µM); hit rate 0.82% among 300,000; AID 1813, 2009; in the data active = inhibition above about 60%; inconclusive = no clear call, values can overlap the other calls;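 also: H4 neuroglioblastoma cells stably carrying SNCA 5'UTR luciferase fusion; 0% = DMSO wells and 100% = positive control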
# AI-2 QS mod – Vibrio harveyi AI-2 quorum sensing modulators, primary screen, JMH597 strain, luminescence/OD600 ratio; Vibrio harveyi JMH597 AI-2 luminescence/OD600 ratio, 9 h; hits give low values; strain lacks LuxN and CqsS sensors; 0 = neutral-control median; activity change, % at 7.5 µM; hit rate 0.4% among 300,000; AID 2094, 2009; in the data active = activity change below about -75%, passing the limit was not always enough; inconclusive = no clear call, values can overlap the other calls;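 also: luminescence divided by OD600 gain over 9 h not by final OD600 alone; inactives centre near 13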
# * = called active by the depositor; ? = inconclusive; · = not tested or not shown; & = joins results of further samples. Random draw from the library (roughly 4.7% active in at least one column).
canonical_smiles	HIF activator	GSK3A inh	IEC-6 tox	HSF1 inhib	GSK3B inh	HSF1 activator	KLF5 inhibitor	aSyn 5UTR inh	AI-2 QS mod	HSP90 refold inh
CSCCC(NC(=O)c1ccco1)C(=O)N1CCC(C(N)=O)CC1 (centres undefined)	0.2	5	·	-7	4	8	·	0	8	·
CCCCNC(=O)CN(c1cccc(F)c1)S(C)(=O)=O	-0.8	-1	-2	-3	-3	0	-22	-5	2	-3
S=c1nccc(-c2cc(Cl)sc2Cl)[nH]1	0.0	0	7	-13	0	14	-9	-10	-2	4
Clc1ccc(OCCn2ccnc2)c2ccccc12	0.1	11	3	-7	-4	-15	-19	-10	47	0
C=CCn1c(O)c(N=NC(=O)CNC(=O)c2ccncc2)c2ccccc21	1.0	3	-5	-2	-2	6	-3	14	20	3
COc1ccc(NC(=O)COC(=O)Cn2cnc3ccccc3c2=O)cc1OC	-0.1	2	2	-6	-1	-9	-2	-7	20	0
Cc1ccc(S(=O)(=O)Cc2ccc(C(=O)N3CCCCC3C)cc2)cc1 (centres undefined)	-0.9	-4	-4	-10	2	-12	-29	9	17	-3
c1csc(Cn2c(-c3cccs3)nc3ccccc32)c1	0.7	2	-1	-5	1	-7	-33	2	27	1
COc1ccc(-c2nc(NC(=O)c3[nH]c(C)c(C(C)=O)c3C)sc2C)cc1	0.2	1	2	19	3	11	-30	-2	16	0
CCOc1ccc(NC(=O)N2CCN(Cc3ccc4c(c3)OCO4)CC2)cc1	-0.4	-4	3	-3	-5	0	-21	-11	9	-4
Cn1c(SCC(=O)Nc2cc([N+](=O)[O-])ccc2F)nnc1C(F)(F)F	0.0	-2	0	-3	-2	-19	-40	9	8	1
CCS(=O)(=O)c1ccc2oc(Nc3ccccc3Cl)nc2c1	2.6	1	11	29	2	34	-93	-154	19	4
Cc1cc(C)cc(NC(=O)NNC(=O)c2cc3occc3[nH]2)c1	-0.5	0	2	-2	-3	-14	-26	13	34	4
O=[N+]([O-])c1ccc(CS(=O)(=O)N2CCN(c3ccccc3)CC2)cc1	0.1	0	1	12	-5	23	-21	-12	7	-3
CCCCN(C(=O)c1cc2c(s1)CCC2)c1c(N)n(CCCC)c(=O)[nH]c1=O	-0.8	-2	·	22	2	38	·	-1	18	·
CC(=O)Nc1ccc(N/C=C2/CCCC2=O)cc1	-0.4	-2	4	-7	-1	-8	16	-6	8	1
NC(=O)C1CCN(C(=O)c2cccc(S(=O)(=O)N3CCc4ccccc4C3)c2)CC1	-2.7	-2	0	-4	-1	-12	-24	22	19	-2
Cc1ccc2nc(SCC(=O)N3CCCCCC3)nc(=O)n2c1	?	0	·	-1	1	-10	·	1	13	·
Cc1c(S(=O)(=O)Nc2ccc(Br)cc2)c(=O)n(C)c(=O)n1C	0.1	1	2	-2	-4	1	5	-1	13	-3
Cc1onc(-c2ccccc2)c1-c1ccc(S(N)(=O)=O)cc1	0.0	3	-4	-38	2	-50	-6	20	14	-3
O=C(c1cccc(S(=O)(=O)N2CCCC2)c1)N(Cc1ccco1)C1CCS(=O)(=O)C1 (centres undefined)	0.3	1	7	2	-1	7	-5	0	19	1
CC(C)(C)C(=O)Nc1ccc(F)cc1[N+](=O)[O-]	-0.1	1	-6	-1	-1	-4	-56	-8	16	-2
Cc1cc(NC(=O)CSc2nnc(-c3ccc(O)cc3)o2)no1	0.6	3	-6	6	1	4	-61	-51	52	-9
Fc1ccccc1CNC(=S)NC1CCCCC1	0.3	-1	1	2	3	13	-26	-17	-10	4
CCOC(=O)C1=C(C)NC(=O)NC1/C=C/c1ccccc1OC (centres undefined)	-0.8	1	7	13	3	23	-13	35	7	3
CN1C(=O)c2ccccc2N(C)C1c1ccccc1Cl (centres undefined)	2.0	-2	-3	1	1	3	-30	12	20	-2
Nc1ccccc1S(=O)(=O)NC1=NCCCCC1	-0.5	1	2	-7	0	-1	-8	11	-11	-3
Cc1c(-c2ccccc2Cl)nc2ccccc2c1C(=O)O	-0.1	-3	1	-8	1	-5	-4	13	-70	3
OC(CN1CCN(c2ccccc2F)CC1)c1ccc(F)cc1 (centres undefined)	0.1	-1	6	6	-6	-3	17	-10	-4	7
COC(=O)C(Cc1ccccc1)NS(=O)(=O)c1ccccc1Br (centres undefined)	-0.4	-1	·	4	0	6	·	-3	15	·
CN1CCN(C2=NC(=O)/C(=C/c3ccccc3OS(=O)(=O)c3ccccc3)S2)CC1	0.1	1	7	-4	1	-16	-18	-33	19	8
Nc1ncc(Br)cc1S(=O)(=O)NCCC(=O)N1CCN(c2ccccn2)CC1	-2.9	0	-7	-5	-2	-8	-10	15	9	2
COCc1nnc(NC(=O)C(C)C)s1	-0.6	-3	6	1	4	-3	-20	1	16	1
O=C(O)c1cc(N2C(=O)C3C4C=CC(C4)C3C2=O)ccc1N1CCOCC1 (centres undefined)	-0.4	-1	2	9	-4	32	-13	9	-1	-1
NS(=O)(=O)c1ccc(Cl)c(C(=O)Nc2ccccc2[N+](=O)[O-])c1	-0.1	4	-5	5	2	18	-20	-22	13	4
O=C(Cc1nc2ccccc2[nH]1)c1ccc(Cl)cc1	1.8	-3	-4	4	·	43	-54	-80	·	-3
CC(C)CCN1CCN(C2CCN(c3ccccc3)CC2)CC1CCO (centres undefined)	-0.1	-3	-4	-5	0	-7	-36	29	12	-2
COc1ccccc1Oc1ccc(Oc2ccccc2OC)cc1	1.6	·	-3	5	4	6	-19	15	15	-1
O=C(c1ccccc1)N1CCC(c2nc3c(nnn3Cc3ccco3)c(=O)[nH]2)CC1	-0.1	·	-4	-5	0	2	-20	15	21	-1
Cc1[nH]c2ccccc2c1/C=C/C(=O)c1ccccc1	1.2	-6	10	19	2	47	5	-64	-3	-6
O=C(OCc1cc2ccccc2[nH]c1=O)c1ccccn1	-0.5	1	7	-7	1	12	-7	-8	28	4
O=C(CSc1ncn[nH]1)Nc1ccc(S(=O)(=O)N2CCCC2)cc1	-0.5	-3	0	4	-2	17	-43	-12	10	1
Cc1ccc(-n2nnnc2SCC(=O)Nc2ccc(N3CCN(C)CC3)cc2)c(C)c1	0.0	0	3	0	-1	4	-1	-2	2	2
O=C(NC(=S)Nc1cccnc1Cl)c1ccc(Cl)cc1	3.0	-2	-5	7	1	26	-151	-154	18	0
N#Cc1cccc(Nc2c3c(nc4ccccc24)CCC3)c1	-0.6	-1	12	-1	1	0	-19	9	16	1
O=S1(=O)CCN2C(Cc3ccc(SC(F)F)cc3)=CSC2=N1	-0.4	-1	-4	3	0	1	16	8	20	-2
Cc1cccc(-n2c(C)cc(C)c(C#N)c2=O)c1	0.1	-5	1	1	0	3	-7	13	13	-3
Cc1ccc(Cn2ncc3c(NCCCN4CCOCC4)ncnc32)cc1	0.1	-3	3	6	-3	6	-7	-12	11	0
CCOc1ccc(CCNS(=O)(=O)c2ccc3c(c2)NC(=O)CO3)cc1OCC	0.1	-2	-4	-4	-1	4	-7	7	7	-2
CC(=O)N1CCN(c2ccc(Nc3ncnc4c3oc3ccccc34)cc2)CC1	2.7	1	-4	10	3	12	-15	-81	15	1

# The list goes on:
canonical_smiles	HIF activator	GSK3A inh	IEC-6 tox	HSF1 inhib	GSK3B inh	HSF1 activator	KLF5 inhibitor	aSyn 5UTR inh	AI-2 QS mod	HSP90 refold inh
O=C(NCCCN1CCOCC1)c1c(O)c2cc(Br)cc(Br)c2[nH]c1=O	·	0	2	·	·	·	-24	·	·	-1
CC(C)(C)NC(=O)CN1C(=O)/C(=C/c2ccccc2)SC1=S	0.4	4	-5	-2	2	-7	-34	-16	11	-1
O=C(NCCc1ccccc1)c1c(O)c2cccc3c2n(c1=O)CC3	0.0	9	0	8	1	8	-10	-4	33	0
CCn1cc(C(=O)NCc2ccco2)c(=O)c2cc(S(=O)(=O)N3CCc4ccccc4C3)ccc21	-1.0	0	12	8	-6	1	6	34	19	4
CC1=C(C(=O)OC(C)C)C(c2ccccc2Cl)CC(=O)N1 (centres undefined)	0.8	0	-1	0	-2	14	-35	-15	23	2
CN(C)C(=S)NC(=O)c1cccc(Cl)c1	0.1	-2	0	8	1	0	-5	-18	18	1
CC12CC3(C)CC(C)(C1)CC(C(N)=O)(C2)C3	-0.4	0	2	-4	1	6	-12	-1	7	0
CC(=O)Nc1ccc(-c2csc(Nc3ccc(S(N)(=O)=O)cc3)n2)cc1	-0.8	-1	-8	-4	0	-10	-10	-22	-1	-3
Cc1ccccc1OCC(=O)NNC(=O)c1cc(S(=O)(=O)N(C)C)ccc1N1CCCC1	-0.2	3	0	3	-5	3	-11	10	21	0
Cn1c(=O)n(C)c2cc(NC(=O)COc3ccc(Cl)cc3)ccc21	0.9	1	3	-3	2	6	2	-25	53	1
Cc1ccc(S(=O)(=O)c2nc(NCc3ccc4c(c3)OCO4)sc2Cl)cc1	0.0	2	-4	1	0	2	13	3	9	-3
COc1ccccc1CNC(=O)c1ccccc1OCc1ccc(F)cc1	-0.1	-4	0	12	2	36	12	40	24	4
CC(C)(C)c1ccccc1NC(=S)NCc1ccccc1	-1.0	-2	-4	-4	3	2	-23	4	37	2
COc1ccc(-c2cn3cccnc3n2)cc1NC(=O)c1cccs1	-0.6	2	-2	0	0	0	-30	-16	30	-1
O=C(c1ccco1)N1N=C(c2cccs2)CC1c1cc([N+](=O)[O-])ccc1O (centres undefined)	-0.2	-2	-3	-4	-4	1	-56	0	16	-1
CC(C)C(=O)Nc1nnc(SCC(=O)NCC2CCCO2)s1 (centres undefined)	-0.4	-3	4	6	-2	3	2	34	-3	-3
O=C1COc2cccnc2N1	-0.2	-2	-2&-2	-5	-12	-13	-1&-27	14	4	-1&0
O=C(CCC(=O)N1CCN(c2ccc(F)cc2)CC1)c1ccccc1	-0.5	1	-5	0	1	-4	-25	-12	56	-8
CC(=O)Nc1nc(NCc2ccccc2Cl)n(-c2ccccc2)n1	0.0	-2	-6	-6	7	30	-16	15	10	2
OCC(Cc1ccccc1)Nc1c2ccccc2nc2ccccc12 (centres undefined)	0.0	-2	2	0	-1	4	-24	-44	10	0
